E coli RNAP: Escherichia coli RNA polymerase inhibition. inhibition, %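 (tested at 10 µM)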. E. coli RNA polymerase, fluorescence transcription assay. P0A8V2. AID 559. hit rate 0.2% among 62,000; in the data active means inhibition above about 20%;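 further: 0% = enzyme without compound and 100% = no enzyme blank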
M1 antag: antagonists of rat M1 muscarinic receptor; P08482; CHO-M1 cells, Fluo-4 calcium, ACh EC80 antagonist mode; stronger effect = lower value; B-score at 10 µM; hit rate 3.4% among 64,000;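 active means calcium fluorescence response, raw or row-and-column corrected B-score, differing from the plate sample mean either way at a set confidence level, mostly lower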
Target sequence (P08482 whole entry, looked up): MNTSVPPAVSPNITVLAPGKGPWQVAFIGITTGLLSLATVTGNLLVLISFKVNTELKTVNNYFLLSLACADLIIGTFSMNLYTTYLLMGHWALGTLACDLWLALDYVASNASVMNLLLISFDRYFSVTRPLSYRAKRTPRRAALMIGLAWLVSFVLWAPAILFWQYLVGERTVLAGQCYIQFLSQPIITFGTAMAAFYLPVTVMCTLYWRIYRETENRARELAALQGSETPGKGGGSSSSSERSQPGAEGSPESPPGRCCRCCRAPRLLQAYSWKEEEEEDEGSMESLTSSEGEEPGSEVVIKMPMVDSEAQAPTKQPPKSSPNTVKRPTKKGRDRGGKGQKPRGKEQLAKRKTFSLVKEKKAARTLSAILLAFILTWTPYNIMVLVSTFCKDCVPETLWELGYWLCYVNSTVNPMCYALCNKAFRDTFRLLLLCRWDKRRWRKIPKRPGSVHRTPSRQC
NADH coupling: inhibition of NAD/NADH coupling enzymes, library profiling. coupled PK/LDH NADH assays, four targets. IC50, µM (highest dose often 10 µM), for inactives: at the highest dose inhibition. hit rate 0.02% among 65,000;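 active means single-dose screening hits from any of four coupled enzyme assays that gave an IC50 when retested across doses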;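 further: the DPM-DC format reads NADH fluorescence rather than 340 nm absorbance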
TNAP act mid DEA: human TNAP activation, intermediate phosphate acceptor; activation factor at 20 µM; purified TNAP, CDP-star luminescence, 100 mM DEA, 30 min; stronger effect = higher value; scale: 0 levamisole-inhibited, 1 vehicle-only enzyme; AID 813; 64,000 tested, under 10 active; P05186;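 active means activation factor of at least 2 at 20 µM, relative to controls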
Target sequence (P05186 whole entry, looked up): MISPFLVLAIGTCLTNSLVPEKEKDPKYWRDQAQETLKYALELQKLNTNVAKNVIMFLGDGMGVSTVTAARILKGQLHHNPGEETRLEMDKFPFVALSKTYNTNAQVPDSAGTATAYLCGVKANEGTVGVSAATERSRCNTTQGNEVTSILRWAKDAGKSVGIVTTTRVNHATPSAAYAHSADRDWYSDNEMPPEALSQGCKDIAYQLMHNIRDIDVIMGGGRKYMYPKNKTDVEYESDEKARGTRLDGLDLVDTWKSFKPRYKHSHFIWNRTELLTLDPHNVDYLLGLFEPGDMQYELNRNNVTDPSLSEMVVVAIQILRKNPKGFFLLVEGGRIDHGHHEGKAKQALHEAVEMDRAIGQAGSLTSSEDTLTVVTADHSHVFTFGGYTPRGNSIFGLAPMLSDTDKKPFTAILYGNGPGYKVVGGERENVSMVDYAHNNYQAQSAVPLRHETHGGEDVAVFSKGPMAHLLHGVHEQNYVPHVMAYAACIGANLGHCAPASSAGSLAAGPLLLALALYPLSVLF
Autofluor 339: intrinsic fluorescence of library compounds, ex339/em460 – biochemical, MLSMR library, data from DPM-DC assay, artefact control, profiling panel. fluorescence fold increase at 10 µM. compound autofluorescence, ex339/em460 nm, NADH buffer; stronger effect = higher value; 1 = no-compound wells, NADH background. hit rate 5.5% among 65,000. AID 709;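 active means at 10 µM, mean starting fluorescence two-fold or more over control wells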;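 further: signal is the first read of a kinetic run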
RORA act: activates the human nuclear receptor RORA | P35398 | CHO-K1 Gal4-RORA LBD luciferase reporter, luminescence; percent increase over mock-subtracted basal signal | hit rate 1.5% among 65,000 | activation, % at 10 µM;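 active means activation above the mean of all tested compounds plus 3 SD, cut at about 49% in these data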;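 further: 0% = DMSO-treated RORA cells and 100% = added signal equal to DMSO minus mock-transfected cells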
Ecoli tolC: blocks growth of E. coli BW25113 tolC mutant; OD615; growth inhibition, % at 10 µM (by protocol); hit rate 2.2% among 65,000; AID 573;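 active means growth inhibition at or above a cutoff equal to the mean over every tested compound plus 3 SD, cut at about 60% in these data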;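 further: growth measured after 20 h incubation at 37 °C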
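Signal: optical density read at 615 nm; Assay system: E. coli ΔtolC::kan strain BW25113; Times: 20 h incubation with compound, 37 °C; Dosing: 10 µM final, single dose.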
M1 ag: M1 muscarinic receptor agonism | B-score at 10 µM | CHO-M1 cells, Fluo-4 calcium fluorescence, agonist mode; stronger effect = higher value | hit rate 3% among 64,000 | AID 626;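 active means fluorescence rise, raw or as B-score row- and column-corrected plate score, outside the 99.7% band of its plate's samples, either direction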
SF1 activator: activators of human nuclear receptor SF-1; Q13285; CHO-K1 Gal4-SF-1 LBD luciferase reporter; % increase over DMSO SF-1-specific signal; activation, % at 10 µM; hit rate 1.9% among 65,000; AID 522;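 active means activation above the mean activation of all tested compounds plus 3 SD, cut at about 50% in these data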
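material = CHO-K1 cells with Gal4–hSF-1 LBD chimera plus Gal4-driven luciferase | compound = 10 µM single point, 1% DMSO | incubation = 20 h compound exposure at 37 °C after 1 h cell settling | measured by = SteadyLite luciferase luminescence | evaluation = percent activation relative to DMSO median and mock-transfected background | control set = DMSO negative control and −SF1 background wells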
* hit, by the source's call; [ ] = remark or other dose.

What do the screens show for `CCC(C)(C)NC(=O)C(c1ccccc1F)N(Cc1ccco1)C(=O)Cn1nnc2ccccc21` (stereo not drawn)?
E coli RNAP: 7; M1 antag: 0.29; NADH coupling: 1%; TNAP act mid DEA: 0.9; Autofluor 339: 1.2; RORA act: -6; Ecoli tolC: 35; M1 ag: 1.2; SF1 activator: -3

How did NC(=O)C1CCCN(Cc2ccc(Cl)cc2)C1 (stereo not drawn) do in these assays?
E coli RNAP: 0; M1 antag: 1.3; NADH coupling: 11%; TNAP act mid DEA: 0.9; Autofluor 339: 1.1; RORA act: -30; Ecoli tolC: -2; M1 ag: 0.28; SF1 activator: 11

How did Clc1ccc(-c2nnc(-c3ccc(Br)o3)o2)c(Cl)c1 do in these assays?
E coli RNAP: 7; M1 antag: 0.19; NADH coupling: 11%; TNAP act mid DEA: 0.9; Autofluor 339: 1.6; RORA act: 11; Ecoli tolC: 24; M1 ag: 0.049; SF1 activator: 17

What do the screens show for `CCOC(=O)N1CCN(C(=O)CSc2nnc(-c3c[nH]c4ccccc34)n2CCOC)CC1`?
E coli RNAP: -3; M1 antag: 0.41; NADH coupling: 3%; TNAP act mid DEA: 1; Autofluor 339: 1.1; RORA act: 4; Ecoli tolC: -15; M1 ag: 0.79; SF1 activator: 12

Results for CC(=O)Nc1ccc2nc(-c3cccnc3)[nH]c2c1 ?
E coli RNAP: -12; M1 antag: -0.29; NADH coupling: 4%; TNAP act mid DEA: 0.9; Autofluor 339: 1.3; RORA act: 20; Ecoli tolC: -12; M1 ag: -0.55; SF1 activator: 12

What do the screens show for `COc1ccc(CCC(=O)Nc2nc3c(s2)CN(C)CC3)cc1OC`?
E coli RNAP: -1; M1 antag: -0.21; NADH coupling: 9%; TNAP act mid DEA: 1; Autofluor 339: 1.1; RORA act: 16; Ecoli tolC: -11; M1 ag: -0.2; SF1 activator: -4

How did CN1CCN(CCCNC(=O)Cn2ncc3c4ccccc4n(C)c3c2=O)CC1 do in these assays?
E coli RNAP: 2; M1 antag: 0.014; NADH coupling: 3%; TNAP act mid DEA: 0.9; Autofluor 339: 1.3; RORA act: 4; Ecoli tolC: -13; M1 ag: 1.2; SF1 activator: -6

How did COC(=O)CN1C(=O)CC(C)(C)S(=O)c2ccccc21 (stereo not drawn) do in these assays?
E coli RNAP: 9; M1 antag: -0.41; NADH coupling: 3%; TNAP act mid DEA: 0.8; Autofluor 339: 1; RORA act: 5; Ecoli tolC: -11; M1 ag: -0.33; SF1 activator: -1

What do the screens show for `Cc1ccc(C)c(NC(=O)CSc2nnc(CSc3nc(C)cc(C)n3)n2Cc2ccco2)c1`?
E coli RNAP: 5; M1 antag: -0.45; NADH coupling: 4%; TNAP act mid DEA: 0.9; Autofluor 339: 1.1; RORA act: -15; Ecoli tolC: 7; M1 ag: 0.77; SF1 activator: 14

What do the screens show for `CCOC(=O)N1CCC(Nc2c(NCCN3CCN(c4cccc(Cl)c4)CC3)c(=O)c2=O)CC1`?
E coli RNAP: -1; M1 antag: 0.0083; NADH coupling: 2%; TNAP act mid DEA: 0.9; Autofluor 339: 1.1; RORA act: -2; Ecoli tolC: 0; M1 ag: 0.12; SF1 activator: 2

Results for COc1ccc(CNc2ccc(-c3ccc(OC)cc3)nn2)cc1 ?
E coli RNAP: 12; M1 antag: -0.26; NADH coupling: 8%; TNAP act mid DEA: 0.8; Autofluor 339: 1.2; RORA act: 40; Ecoli tolC: -10; M1 ag: 0.13; SF1 activator: 80*

Results for C/C=C(\C)c1nnc(NC(=O)c2ccco2)s1 ?
E coli RNAP: 2; M1 antag: -0.029; NADH coupling: 9%; TNAP act mid DEA: 1; Autofluor 339: 1.1; RORA act: 32; Ecoli tolC: -16; M1 ag: 1.1; SF1 activator: 47

What do the screens show for `CCCc1ccc(C(C)NC(=O)c2cnccn2)cc1` (stereo not drawn)?
E coli RNAP: 0; M1 antag: -0.91; NADH coupling: 3%; TNAP act mid DEA: 0.9; Autofluor 339: 1.1; RORA act: -16; Ecoli tolC: 5; M1 ag: -1.7; SF1 activator: -8

How did Cn1c(=O)c2c(nc(SCC(=O)Nc3ccccc3N3CCCCC3)n2C)n(C)c1=O do in these assays?
E coli RNAP: 9; M1 antag: -0.41; NADH coupling: 8%; TNAP act mid DEA: 1; Autofluor 339: 1.1; RORA act: 4; Ecoli tolC: 9; M1 ag: 6.5*; SF1 activator: 3

Results for N#Cc1c(N)sc2c1CCN(C(=O)OCc1ccccc1)C2 ?
M1 antag: 0.14; NADH coupling: 7%; TNAP act mid DEA: 0.8; Autofluor 339: 1.1; RORA act: 5; Ecoli tolC: 12; M1 ag: 0.37; SF1 activator: 4

Results for O=C(NCCN1CCOCC1)c1noc2c1CCc1ccccc1-2 ?
E coli RNAP: 6; M1 antag: 0.8; NADH coupling: 7%; TNAP act mid DEA: 0.9; Autofluor 339: 1; RORA act: 77*; Ecoli tolC: -13; M1 ag: 1.3; SF1 activator: 41

What do the screens show for `CCCC1(CCC)NC(=O)N(CC(=O)Nc2ccccc2OC)C1=O`?
E coli RNAP: -5; M1 antag: -0.0029; NADH coupling: 2%; TNAP act mid DEA: 0.8; Autofluor 339: 1.1; RORA act: -13; Ecoli tolC: -4; M1 ag: -0.011; SF1 activator: -6

How did COc1ccc(C2CC(C(F)(F)F)n3nc(C(=O)Nc4ccc5c(c4)OCO5)cc3N2)cc1 (stereo not drawn) do in these assays?
E coli RNAP: 2; M1 antag: 0.24; NADH coupling: 2%; TNAP act mid DEA: 0.9; Autofluor 339: 1.1; RORA act: 26; Ecoli tolC: 21; M1 ag: -0.031; SF1 activator: 15

How did COc1cc(C2C(C(=O)OC(C)C)=C(C)Nc3[nH]c(=O)[nH]c(=O)c32)ccc1O (stereo not drawn) do in these assays?
E coli RNAP: 4; M1 antag: -0.11; NADH coupling: 5%; TNAP act mid DEA: 0.9; Autofluor 339: 1.1; RORA act: -2; Ecoli tolC: -4; M1 ag: -0.64; SF1 activator: 12

What do the screens show for `O=C(CSc1nnc(-c2cccs2)o1)N1CCCc2ccccc21`?
E coli RNAP: 4; M1 antag: -0.71; NADH coupling: 0%; TNAP act mid DEA: 0.9; Autofluor 339: 1.1; RORA act: -2; Ecoli tolC: 21; M1 ag: -0.82; SF1 activator: 4

How did CCCCc1noc2c1/C(=N\O)CC(c1ccccc1)C2 (stereo not drawn) do in these assays?
E coli RNAP: -12; M1 antag: -0.28; NADH coupling: 2%; TNAP act mid DEA: 0.8; Autofluor 339: 1; RORA act: 72*; Ecoli tolC: -10; M1 ag: -0.088; SF1 activator: 32

Results for O=c1nc2n(c3cc(Cl)c(S(=O)(=O)N4CCOCC4)cc13)CCCCC2 ?
E coli RNAP: 5; M1 antag: 1.1; NADH coupling: 4%; TNAP act mid DEA: 0.9; Autofluor 339: 1.1; RORA act: -12; Ecoli tolC: -5; M1 ag: 0.2; SF1 activator: 6

How did CCC(C)(NC(=O)CNC(C)=O)C(=O)NC1CCCCC1 (stereo not drawn) do in these assays?
E coli RNAP: 7; M1 antag: -0.28; NADH coupling: 2%; TNAP act mid DEA: 0.9; Autofluor 339: 1; RORA act: 9; Ecoli tolC: -5; M1 ag: 1.8; SF1 activator: 0

How did COc1ccc(-c2ccc(-c3noc(-c4ccccc4F)n3)c(OC)n2)cc1 do in these assays?
E coli RNAP: 3; M1 antag: 0.1; NADH coupling: 7%[fluoresces]; TNAP act mid DEA: 0.9; Autofluor 339: 3.7*; RORA act: -8; Ecoli tolC: -9; M1 ag: -0.83; SF1 activator: 4

Results for CCCn1c(SCC(=O)N2c3ccccc3Sc3ccccc32)nc2c1c(=O)n(C)c(=O)n2C ?
E coli RNAP: 3; M1 antag: -0.4; NADH coupling: 6%; TNAP act mid DEA: 1; Autofluor 339: 1.2; RORA act: 18; Ecoli tolC: 44; M1 ag: 0.87; SF1 activator: -10

Results for CC(=O)/C(C[N+]1(C)CCCCC1)=N\O ?
E coli RNAP: 9; M1 antag: -0.42; NADH coupling: 2%; TNAP act mid DEA: 0.9; Autofluor 339: 1.1; RORA act: 6; Ecoli tolC: -9; M1 ag: -0.94; SF1 activator: 0

How did Oc1[nH]c2ccccc2c1C1=NCCCC1 do in these assays?
E coli RNAP: 3; M1 antag: -0.19; NADH coupling: 3%; TNAP act mid DEA: 0.9; Autofluor 339: 1.1; RORA act: -21; Ecoli tolC: -8; M1 ag: -0.0055; SF1 activator: -10

How did Clc1ccccc1-c1nc(-c2cccnc2)no1 do in these assays?
E coli RNAP: 4; M1 antag: 0.99; NADH coupling: 8%; TNAP act mid DEA: 0.9; Autofluor 339: 1.1; RORA act: 40; Ecoli tolC: 10; M1 ag: 1.2; SF1 activator: 47

Results for CCOC(=O)c1c(C)[nH]c(C(=O)OCC(=O)N2CCN(S(=O)(=O)c3ccccc3)CC2)c1C ?
E coli RNAP: 10; M1 antag: 0.21; NADH coupling: 2%; TNAP act mid DEA: 1; Autofluor 339: 1.2; RORA act: -4; Ecoli tolC: -6; M1 ag: -0.45; SF1 activator: 21

How did Cc1cccc(-n2nnnc2SCC(=O)c2cc(C)n(Cc3ccco3)c2C)c1 do in these assays?
E coli RNAP: 2; M1 antag: 0.059; NADH coupling: 2%; TNAP act mid DEA: 0.9; Autofluor 339: 1; RORA act: -7; Ecoli tolC: 10; M1 ag: -0.88; SF1 activator: -12

How did CC(NC(=O)c1cc2c(=O)n(C)c3ccccc3c2n1C)c1ccc2c(c1)OCCO2 (stereo not drawn) do in these assays?
E coli RNAP: 4; M1 antag: -0.59; NADH coupling: 8%; TNAP act mid DEA: 0.9; Autofluor 339: 1.1; RORA act: 4; Ecoli tolC: 28; M1 ag: 4.4*; SF1 activator: 22

What do the screens show for `CC1=C(C(=O)Nc2ccccc2)C(c2cccnc2)n2nc(-c3cccnc3)nc2N1` (stereo not drawn)?
E coli RNAP: -1; M1 antag: 0.58; NADH coupling: 4%; TNAP act mid DEA: 0.9; Autofluor 339: 1.1; RORA act: -12; Ecoli tolC: -16; M1 ag: -0.38; SF1 activator: -8

How did COc1ccc(C2(C)NC(=O)N(Cc3cc(Cl)cc4c3OCOC4)C2=O)cc1OC (stereo not drawn) do in these assays?
E coli RNAP: 4; M1 antag: 0.1; NADH coupling: 13%; TNAP act mid DEA: 0.9; Autofluor 339: 1.1; RORA act: 6; Ecoli tolC: 9; M1 ag: 0.63; SF1 activator: 11

3 compounds picked at random from those above, as already listed:
Results for O=c1nc2n(c3cc(Cl)c(S(=O)(=O)N4CCOCC4)cc13)CCCCC2 ?
E coli RNAP: 5; M1 antag: 1.1; NADH coupling: 4%; TNAP act mid DEA: 0.9; Autofluor 339: 1.1; RORA act: -12; Ecoli tolC: -5; M1 ag: 0.2; SF1 activator: 6

How did Clc1ccc(-c2nnc(-c3ccc(Br)o3)o2)c(Cl)c1 do in these assays?
E coli RNAP: 7; M1 antag: 0.19; NADH coupling: 11%; TNAP act mid DEA: 0.9; Autofluor 339: 1.6; RORA act: 11; Ecoli tolC: 24; M1 ag: 0.049; SF1 activator: 17

Results for O=C(NCCN1CCOCC1)c1noc2c1CCc1ccccc1-2 ?
E coli RNAP: 6; M1 antag: 0.8; NADH coupling: 7%; TNAP act mid DEA: 0.9; Autofluor 339: 1; RORA act: 77*; Ecoli tolC: -13; M1 ag: 1.3; SF1 activator: 41
